Bioassay records: PubChem BioAssay, Sanford-Burnham Center for Chemical Genomics
SENP8 block-1 = SENP8 protease inhibitors, primary screen, biochemical, luminescence. Sentrin-specific protease 8 (Homo sapiens), Q96LD8. purified SENP8, Z-RLRGG-aminoluciferin cleavage. inhibition, % at 10 µM. actives 1.2% (n = 330,000). AID 2540, 2010; in the data active means inhibition above about 50%
Target sequence (Q96LD8 whole entry, looked up): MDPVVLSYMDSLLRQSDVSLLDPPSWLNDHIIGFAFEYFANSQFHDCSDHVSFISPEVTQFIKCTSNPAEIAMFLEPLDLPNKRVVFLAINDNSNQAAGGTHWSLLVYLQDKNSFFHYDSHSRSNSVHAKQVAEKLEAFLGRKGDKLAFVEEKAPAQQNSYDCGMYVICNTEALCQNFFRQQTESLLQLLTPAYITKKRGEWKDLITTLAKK
SENP8 block-2 = human SENP8 protease inhibitors, primary screen, biochemical, fluorescence, Nedd8 protein substrate, uHTS; recombinant SENP8; inhibition, % at 20 µM; actives 0.64% (n = 360,000); AID 602440, 2012; in the data active means inhibition mostly above about 40%, no sharp cut-off; inactive means mostly below about 27%
UBC13 polyUb = UBC13 polyubiquitin chain formation inhibitors, primary screen, biochemical, TR-FRET, uHTS. inhibition, % at 20 µM. Ubiquitin-conjugating enzyme E2 N (Homo sapiens), P61088. actives 0.47% (n = 330,000). AID 485273, 2010; in the data active means inhibition above about 45%, passing the limit was not always enough
SENP6 block = SENP6 protease inhibitors, primary screen, biochemical, luminescence, uHTS; Sentrin-specific protease 6 (Homo sapiens), Q9GZR1; Recombinant SENP6 catalytic domain, aminoluciferin luminescence; inhibition, % at 10 µM; actives 1.8% (n = 330,000); AID 2599, 2010;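 active means inhibition above about 50% at the single tested dose, limit read from the data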;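 further: plate controls were DMSO wells with enzyme for no effect and DMSO wells lacking enzyme for full effect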
Target sequence (Q9GZR1 628-1112 limits assumed): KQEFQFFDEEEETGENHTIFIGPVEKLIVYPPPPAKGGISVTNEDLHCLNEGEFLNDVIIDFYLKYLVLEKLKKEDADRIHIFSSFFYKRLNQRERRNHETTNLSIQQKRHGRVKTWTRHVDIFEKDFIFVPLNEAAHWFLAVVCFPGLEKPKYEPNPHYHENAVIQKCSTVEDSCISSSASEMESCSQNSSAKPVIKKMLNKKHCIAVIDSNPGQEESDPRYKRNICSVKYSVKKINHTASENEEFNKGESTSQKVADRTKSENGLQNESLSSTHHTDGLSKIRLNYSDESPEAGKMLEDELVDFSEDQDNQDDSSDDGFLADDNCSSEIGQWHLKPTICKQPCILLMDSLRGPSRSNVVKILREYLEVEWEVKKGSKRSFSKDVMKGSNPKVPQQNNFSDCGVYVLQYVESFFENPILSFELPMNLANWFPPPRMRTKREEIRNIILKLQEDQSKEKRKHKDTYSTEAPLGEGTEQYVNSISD
APOBEC3G inh = APOBEC3G DNA deaminase inhibitors, primary screen, biochemical, fluorescence, single-stranded DNA substrate, uHTS; DNA dC->dU-editing enzyme APOBEC-3G (Homo sapiens), Q9HC16; recombinant A3G, ssDNA deamination FAM/TAMRA fluorescence; inhibition, % at 20 µM; actives 0.28% (n = 330,000);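 active means inhibition of at least 40% at 20 µM, with no more than 30% in the related APOBEC3A deaminase screen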;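 further: plate controls were DMSO wells with A3G for no effect and wells lacking A3G enzyme for full effect; some compounds called inactive have numbers as strong as hits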
SENP1 inh = human SENP1 catalytic domain inhibitors, primary screen, biochemical, FRET, uHTS; Sentrin-specific protease 1 (Homo sapiens), Q9P0U3; recombinant SENP1 catalytic domain, CyPet-SUMO1-YPet FRET cleavage; inhibition, % at 10 µM; actives 0.21% (n = 360,000);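 active means inhibition at least 30% at 10 µM, raw YFP signal under a set limit, fluorescence ratio 0.5 to 1.5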;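 further: 0% = enzyme with DMSO and 100% = no enzyme wells; some results filed as inactive read as strong as hits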
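Test system: recombinant human SENP1 catalytic domain, His6-tagged / Medium: pH 8 Tris buffer with EDTA, NaCl, BME, BSA, NP40, catalase / Also added: SUMO1 FRET substrate flanked by Cypet and Ypet, 25 nM / Times: 50 min reaction at room temperature / Signal: FRET, CFP and YFP emission / Control set: no-enzyme low control and enzyme-plus-DMSO high control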
Apaf1 inhib = inhibitors of human Apaf-1 apoptosome, primary screen, biochemical, DEVD-Rh110 fluorescence, uHTS; Apoptotic protease-activating factor 1 (Homo sapiens), O14727; reconstituted apoptosome caspase-3 activity; inhibition, % at 20 µM; actives 0.71% (n = 330,000); active means inhibition of at least 40% at 20 µM;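 further: plate controls were DMSO wells for no effect and DEVD-CHO caspase inhibitor wells for full effect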
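Assay system: Apoptosome proteins | Medium: pH 7.5 Hepes buffer with CHAPS, BSA, DTT | Also added: Cytochrome c and DEVD-Rh110 substrate | Times: 30 min plus 50 min, RT | Detection: Rhodamine 110 fluorescence at Ex 480/Em 540 nm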
SENP7 inh = SENP7 protease inhibitors, primary screen, biochemical, luminescence, uHTS | Sentrin-specific protease 7 (Homo sapiens), Q9BQF6 | recombinant SENP7, Z-RLRGG-aminoluciferin luminescence, 40 min | inhibition, % at 5 µM | actives 1.5% (n = 330,000);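 active means inhibition above about 50% at the single test dose, limit read from the data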;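 further: plate controls were DMSO with enzyme for no effect and no enzyme buffer wells for full effect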
Target sequence (Q9BQF6 706-1050 limits assumed): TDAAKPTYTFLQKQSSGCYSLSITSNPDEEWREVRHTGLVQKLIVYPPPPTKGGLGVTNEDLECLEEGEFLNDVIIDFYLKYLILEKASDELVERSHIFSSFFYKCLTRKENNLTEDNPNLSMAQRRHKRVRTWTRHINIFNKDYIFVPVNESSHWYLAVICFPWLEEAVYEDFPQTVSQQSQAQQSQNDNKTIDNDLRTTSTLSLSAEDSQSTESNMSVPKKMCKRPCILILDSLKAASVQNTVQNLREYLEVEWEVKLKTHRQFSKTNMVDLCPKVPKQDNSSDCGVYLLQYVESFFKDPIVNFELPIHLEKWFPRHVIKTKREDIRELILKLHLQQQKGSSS
An asterisk follows results filed as active; x = no result given.

(1) O=C(NCCN1CCN(C(=O)c2cccc(Br)c2)CC1)C(=O)NCc1ccccc1
(2) Cc1ccc(NC(=O)C2CC(=O)N(Cc3ccccc3)C2)cc1S(=O)(=O)N1CCCCCC1 (configuration not stated)
(3) O=c1c(N2CCCCC2)coc2ccccc12
(4) C/C(=N/OCC(=O)NCCCCCCNC(=O)CO/N=C(/C)c1cccs1)c1cccs1
(5) C/C(=N\N1C(=O)c2ccccc2NC1c1ccccc1)c1ccccc1O (configuration not stated)
(6) Cc1nnsc1-c1c(C(=O)Oc2ccccc2)c(C)nn1-c1ccccc1
Compound	1	2	3	4	5	6
SENP8 block-1	4	1	-14	-13	-11	1
SENP8 block-2	11	9	-3	13	4	13
UBC13 polyUb	4	1	-3	-16	-7	2
SENP6 block	0	8	-5	-7	-27	1
APOBEC3G inh	-1	2	-7	-3	-19	3
SENP1 inh	3	0	-1	1	-11	0
Apaf1 inhib	-9	16	5	13	15	18
SENP7 inh	-3	6	1	-8	-15	8

(7) COc1ccc2cnn(CCOc3cc(C)ccc3C(C)C)c(=O)c2c1OC
(8) CC1=C(C(=O)OC(C)C)C(c2ccc3c(c2)OCO3)NC(=O)N1 (configuration not stated)
(9) CCOC(=O)N1CCN(Cc2nc(Cc3cccc(F)c3)no2)CC1
(10) CN(C(=O)COC(=O)c1nc(-c2ccccc2)n(-c2ccccc2)n1)C1CCS(=O)(=O)C1 (configuration not stated)
(11) O=C(CSC1=NCCS1)Nc1ccnc2ccccc12
(12) O=C(Nc1cc(C(F)(F)F)ccc1N1CCOCC1)c1ccc(Cl)nc1
Compound	7	8	9	10	11	12
SENP8 block-1	-12	5	4	0	-3	-1
SENP8 block-2	-20	1	11	30	8	-2
UBC13 polyUb	-3	3	16	-4	5	13
SENP6 block	-17	4	-11	0	-36	-37
APOBEC3G inh	-5	-9	-8	3	-5	-3
SENP1 inh	-4	2	1	3	1	-2
Apaf1 inhib	8	-25	-12	9	-7	6
SENP7 inh	-3	5	-5	1	-2	-2

(13) Cn1c(=O)c2c(ncn2CCC(=O)N/N=C/c2cccnc2)n(C)c1=O
(14) COc1ccc(NC(=O)[C@@H]2CCCN2C(=O)c2cccs2)cc1S(=O)(=O)N1CCCCC1
(15) OCCCNc1ncnc2sc(-c3ccccc3)cc12
(16) COC(=O)Cn1c(C)nc([N+](=O)[O-])c1Br
(17) CN(C)c1ccc(/C=N/NC(=O)CNC(=O)c2ccncc2)cc1
(18) S=C1NCN(Cc2cccnc2)CN1c1cccc2ccccc12
Compound	13	14	15	16	17	18
SENP8 block-1	7	-6	0	-11	-1	4
SENP8 block-2	10	6	-412	10	-312	14
UBC13 polyUb	-2	9	1	-7	7	-1
SENP6 block	-6	4	-33	-6	-11	-13
APOBEC3G inh	-2	-12	1	-3	-6	-3
SENP1 inh	4	0	1	0	-6	1
Apaf1 inhib	-13	-6	5	-4	1	-7
SENP7 inh	3	-12	1	-5	5	5

(19) Cc1nc(-c2cccc(S(=O)(=O)N3CCC(C)CC3)c2)cs1
(20) CCCCn1c(N)c(N(CC)C(=O)CCNC(=O)c2ccc(Cl)cc2)c(=O)[nH]c1=O
(21) O=C(NCCCN1CCOCC1)c1ccccc1
(22) COc1cc(C(c2c(C)[nH][nH]c2=O)c2c(C)[nH][nH]c2=O)cc([N+](=O)[O-])c1O
(23) CCOC(=O)/C(=N\Nc1cc(Cl)ccc1Cl)N1CCN(C)CC1
(24) O=C(CN1CCCC1)NN=C(c1ccccc1)c1ccccc1
Compound	19	20	21	22	23	24
SENP8 block-1	-7	-2	-1	11	-1	0
SENP8 block-2	19	-1	19	15	-148	8
UBC13 polyUb	-13	4	6	-90	-2	4
SENP6 block	-15	16	-16	4	-9	-8
APOBEC3G inh	9	-7	-4	-5	-4	4
SENP1 inh	0	-11	-1	1	1	0
Apaf1 inhib	25	-6	-7	9	7	4
SENP7 inh	-11	8	8	2	5	3

(25) CCn1cc(CN2CCCC(C(=O)Nc3ccc(-c4cscn4)cc3)C2)c(C)n1 (configuration not stated)
(26) CCOc1ccc(-n2c(SCC(=O)c3c(N)n(C)c(=O)n(C)c3=O)nnc2-c2cccnc2)cc1
(27) O=C(COc1ccc2ccccc2c1)NN1C(=O)c2ccccc2C1=O
(28) CC(=O)c1ccc(OCCCC(=O)Nc2cc(S(=O)(=O)N3CCCCC3)ccc2C)cc1
(29) O=c1cnnc(Nc2ccccc2)[nH]1
(30) O=C(NCCNC(=O)c1ccccn1)c1ccc(-c2ccccc2)cc1
Compound	25	26	27	28	29	30
SENP8 block-1	-9	-7	4	-8	-1	-1
SENP8 block-2	3	9	5	5	8	-7
UBC13 polyUb	6	2	15	-2	-4	4
SENP6 block	-6	-11	-7	0	12	20
APOBEC3G inh	-2	-9	-4	5	-2	-2
SENP1 inh	-1	-1	1	1	1	-1
Apaf1 inhib	1	-4	-2	16	-1	-5
SENP7 inh	3	-2	0	-2	11	0

Complete entries from above:
Listed for CCOc1ccc(-n2c(SCC(=O)c3c(N)n(C)c(=O)n(C)c3=O)nnc2-c2cccnc2)cc1 = SENP8 block-1 = -7; SENP8 block-2 = 9; UBC13 polyUb = 2; SENP6 block = -11; APOBEC3G inh = -9; SENP1 inh = -1; Apaf1 inhib = -4; SENP7 inh = -2
Listed for O=C(COc1ccc2ccccc2c1)NN1C(=O)c2ccccc2C1=O = SENP8 block-1 = 4; SENP8 block-2 = 5; UBC13 polyUb = 15; SENP6 block = -7; APOBEC3G inh = -4; SENP1 inh = 1; Apaf1 inhib = -2; SENP7 inh = 0

Reprinted: compounds 17 to 27
(17) CN(C)c1ccc(/C=N/NC(=O)CNC(=O)c2ccncc2)cc1
(18) S=C1NCN(Cc2cccnc2)CN1c1cccc2ccccc12
(19) Cc1nc(-c2cccc(S(=O)(=O)N3CCC(C)CC3)c2)cs1
(20) CCCCn1c(N)c(N(CC)C(=O)CCNC(=O)c2ccc(Cl)cc2)c(=O)[nH]c1=O
(21) O=C(NCCCN1CCOCC1)c1ccccc1
(22) COc1cc(C(c2c(C)[nH][nH]c2=O)c2c(C)[nH][nH]c2=O)cc([N+](=O)[O-])c1O
(23) CCOC(=O)/C(=N\Nc1cc(Cl)ccc1Cl)N1CCN(C)CC1
(24) O=C(CN1CCCC1)NN=C(c1ccccc1)c1ccccc1
Compound	17	18	19	20	21	22	23	24
SENP8 block-1	-1	4	-7	-2	-1	11	-1	0
SENP8 block-2	-312	14	19	-1	19	15	-148	8
UBC13 polyUb	7	-1	-13	4	6	-90	-2	4
SENP6 block	-11	-13	-15	16	-16	4	-9	-8
APOBEC3G inh	-6	-3	9	-7	-4	-5	-4	4
SENP1 inh	-6	1	0	-11	-1	1	1	0
Apaf1 inhib	1	-7	25	-6	-7	9	7	4
SENP7 inh	5	5	-11	8	8	2	5	3

(25) CCn1cc(CN2CCCC(C(=O)Nc3ccc(-c4cscn4)cc3)C2)c(C)n1 (configuration not stated)
(26) CCOc1ccc(-n2c(SCC(=O)c3c(N)n(C)c(=O)n(C)c3=O)nnc2-c2cccnc2)cc1
(27) O=C(COc1ccc2ccccc2c1)NN1C(=O)c2ccccc2C1=O
Compound	25	26	27
SENP8 block-1	-9	-7	4
SENP8 block-2	3	9	5
UBC13 polyUb	6	2	15
SENP6 block	-6	-11	-7
APOBEC3G inh	-2	-9	-4
SENP1 inh	-1	-1	1
Apaf1 inhib	1	-4	-2
SENP7 inh	3	-2	0

Other entries
(31) COc1ccc(OC)c(NC(=S)N2CCN(C/C=C/c3ccccc3)CC2)c1
(32) Cc1nn(Cc2ccccc2)c2c1C(c1ccncc1)C(C#N)=C(N)O2 (configuration not stated)
(33) Cc1ccc(Nc2nc(COC(=O)C3CC3)cs2)cc1
(34) Cc1ccc(NC(C#N)c2ccccc2OCc2ccccc2)cc1 (configuration not stated)
(35) COc1ccc(-c2csc(NC(=O)CCN3C(=O)C4CC=CCC4C3=O)n2)cc1OC (configuration not stated)
(36) Cc1cc(C)cc(NC(=O)c2ccc(CSc3nnnn3C)cc2)c1
Compound	31	32	33	34	35	36
SENP8 block-1	-1	1	-14	-3	12	-2
SENP8 block-2	12	x	12	9	-3	28
UBC13 polyUb	0	-6	10	1	2	6
SENP6 block	10	2	-19	8	-6	18
APOBEC3G inh	-4	1	-7	0	-3	2
SENP1 inh	1	x	1	1	-1	1
Apaf1 inhib	-300	-9	8	3	7	6
SENP7 inh	3	15	-4	-6	-1	9

(37) COC(=O)CSc1cc([N+](=O)[O-])cc2c1c(C1OCCO1)nn2-c1ccccc1
(38) Nc1nc(Nc2cccc(F)c2)nc(NCCO)c1[N+](=O)[O-]
(39) CCCCCNC(=O)CN(c1ccc2c(c1)OCO2)S(C)(=O)=O
(40) COc1cccc(C(=O)Nc2ccccc2NC(=O)c2cccc(OC)c2)c1
(41) CCn1c(SCc2ccccc2F)nnc1-c1ccncc1
(42) Cc1c(C(=O)N/N=C/c2ccc(O)cc2)sc(=S)n1C
Compound	37	38	39	40	41	42
SENP8 block-1	10	6	5	-14	8	-8
SENP8 block-2	37	34	10	10	6	-3
UBC13 polyUb	4	3	10	-6	6	15
SENP6 block	18	-40	-10	15	-3	-7
APOBEC3G inh	32	-5	-8	23	-7	-7
SENP1 inh	-8	2	1	-2	3	-2
Apaf1 inhib	-1	-10	-15	17	-1	-16
SENP7 inh	-1	9	-6	2	2	-1

(43) NC(=O)CC(NC(=O)Cc1ccc(Br)cc1)c1ccc(N2CCC(N3CCCCC3)CC2)c([N+](=O)[O-])c1 (configuration not stated)
(44) Cc1ccc(NC(=O)Nc2ccccc2)c(Br)c1
(45) O=C(CSc1ccc([N+](=O)[O-])cn1)Nc1ccc2[nH]c(=O)[nH]c2c1
(46) CC(=O)N1N=C(c2cccs2)CC1c1cccs1 (configuration not stated)
(47) CC(C)(C)NS(=O)(=O)NC(=O)C1=C(N2CCCC2)COC1=O
(48) Cc1ccoc1C(=O)N1CCCC(CCC(=O)N2CCN(c3ccccn3)CC2)C1 (configuration not stated)
Compound	43	44	45	46	47	48
SENP8 block-1	1	-11	4	-12	-10	-1
SENP8 block-2	27	8	6	-232	12	-20
UBC13 polyUb	-6	-7	-6	-2	-12	8
SENP6 block	-6	-4	-14	-12	-11	6
APOBEC3G inh	-9	-3	-1	-8	-8	-2
SENP1 inh	3	-1	-1	1	2	1
Apaf1 inhib	8	0	2	9	-1	-4
SENP7 inh	-10	5	4	-7	-3	-8

(49) COc1ccc(N2C(=O)CSC2c2ccc(F)cc2)cc1 (configuration not stated)
(50) Cc1onc(-c2c(F)cccc2Cl)c1C(=O)NCc1cccs1
(51) CNC(=S)Nc1ccc(OCc2ccccc2)cc1
(52) O=C(Nc1cnn(Cc2c(Cl)cccc2Cl)c1)c1ccc([N+](=O)[O-])cc1
Compound	49	50	51	52
SENP8 block-1	-9	-10	-9	8
SENP8 block-2	16	3	8	20
UBC13 polyUb	3	4	-7	5
SENP6 block	-7	-24	-5	3
APOBEC3G inh	-8	-6	-5	-2
SENP1 inh	1	0	-3	3
Apaf1 inhib	12	-3	-4	13
SENP7 inh	-7	-5	-9	0
